Bioassay records from PubChem BioAssay.
inhibitors of VEEV: inhibitors of VEEV TC-83 cytopathic effect, confirmation, Vero cells (AID 588727). Vero cells, VEEV TC-83 cytopathic effect inhibition; higher % means a stronger effect. inhibition, % at 20 µM; hits with a dose series show IC50 in µM. 350,000 tested, 0.13% active; in the data active means a potency from the dose series; further: strong numbers were not always called active
PhoP GFP inhibition: PhoP regulon inhibitors, Salmonella typhi PhoP promoter GFP reporter, confirmatory (AID 1850). Salmonella Typhi PhoP-promoter GFP reporter, fluorescence, 4 h; higher % means a stronger effect. inhibition, % at 50 µM; hits with a dose series show IC50 in µM. 310,000 tested, 0.33% active; in the data active means a potency from the dose series;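 further: 0% = induced wells with vehicle and 100% = uninduced wells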
* = called active by the depositor; i = inactive; . = not tested or not shown. Some of the compounds tested. The share of hits here may be higher or lower than overall.

| Structure | PhoP GFP inhibition | inhibitors of VEEV |
| --- | --- | --- |
| CCCCC(C)(O)C/C=C/[C@H]1[C@H](O)CC(=O)[C@@H]1CCCCCCC(=O)OC (some centres not stated) | 2% | . |
| CC1=C(C(=O)OCC(Br)(Br)Br)C(c2ccc(Br)cc2)NC(=O)N1CCCC(=O)O (configuration not stated) | -1% | . |
| COc1cccc(N2CCN(C(=O)CCn3c(=S)[nH]c4cc5c(cc4c3=O)OCO5)CC2)c1 | -7% | . |
| Cc1ccc(CNC(=O)Cc2csc(Nc3nc(=S)[nH]c4ccccc34)n2)cc1 | -8% | . |
| CCOC(=O)c1sc(NC(=O)CSc2nc3c(c(=O)n2-c2ccccc2)SCC3)c(C(=O)OCC)c1C | 0% | . |
| CC(C)CC1C(=O)N(Cc2cn(CCC3OCCCO3)nn2)CCS(=O)(=O)N1Cc1ccc(-c2ccccc2)cc1 (configuration not stated) | . | 2.9% |
| COc1cccc(CN(C)CC(=O)N2CCN(S(=O)(=O)c3ccccc3)CC2)c1 | . | 0.2% |
| CCC1(c2ccccc2)CN(C)C1=O (configuration not stated) | . | i |
| Cc1cccc(C)c1NC(=O)CNC(=O)c1ccc(N2CCOCC2)c([N+](=O)[O-])c1 | . | 0.7% |
| COc1cccc(CN(C)C(=O)c2ccc(S(=O)(=O)Nc3cccc(C)c3C)cc2)c1OC | . | 1.4% |
| C[C@@H]1CN([C@H](C)CO)C(=O)CCCn2cc(nn2)CO[C@H]1CN(C)S(=O)(=O)c1ccc(Oc2ccccc2)nc1 | . | 1.6% |
| CC(C)C1C(C#N)=C(N)Oc2c1c(=O)oc1ccccc21 (configuration not stated) | . | 4.5% |
| CCCC#Cc1ccc2c(c1)O[C@H](CN(C)C(=O)CC1CC1)[C@H](C)CN([C@@H](C)CO)S2(=O)=O | . | 4.1% |
| C[C@@H]1CN([C@H](C)CO)C(=O)CCCn2nncc2CO[C@@H]1CN(C)S(=O)(=O)c1ccc2c(c1)OCCCO2 | . | i |
| Cc1noc(C)c1NC(=O)N(C)C[C@H]1OCCCC[C@@H](C)Oc2ccc(NS(=O)(=O)c3ccccc3)cc2C(=O)N([C@H](C)CO)C[C@@H]1C | . | 1.1% |
| Cc1ccc(C(=O)Nc2ccccc2C(=O)N2CC(C)OC(C)C2)cc1 (configuration not stated) | . | i |
| Cc1cc(=O)n2c(nc3ccccc32)s1 | . | i |
| O=C(Nc1ccc2c(c1)CN(C(=O)Nc1ccc(F)cc1)CC2)c1ccccn1 | . | 9.9% |
| Cc1ccc(C(=O)OCC(=O)Nc2ccc(C)c(S(=O)(=O)N3CCCCC3)c2)o1 | . | 2.4% |
| Cc1ccc(S(=O)(=O)/N=C2\C=C(NS(=O)(=O)c3ccc(C)cc3)C(=O)c3ccccc32)cc1 | . | i |

Brought forward from above: 5 compounds; new compounds follow.
| Structure | PhoP GFP inhibition | inhibitors of VEEV |
| --- | --- | --- |
| Cc1ccc(C(=O)Nc2ccccc2C(=O)N2CC(C)OC(C)C2)cc1 (configuration not stated) | . | i |
| Cc1cc(=O)n2c(nc3ccccc32)s1 | . | i |
| O=C(Nc1ccc2c(c1)CN(C(=O)Nc1ccc(F)cc1)CC2)c1ccccn1 | . | 9.9% |
| Cc1ccc(C(=O)OCC(=O)Nc2ccc(C)c(S(=O)(=O)N3CCCCC3)c2)o1 | . | 2.4% |
| Cc1ccc(S(=O)(=O)/N=C2\C=C(NS(=O)(=O)c3ccc(C)cc3)C(=O)c3ccccc32)cc1 | . | i |
| COc1ccc(NC2CCCN(C(=O)C3=NNC(=O)CC3)C2)cc1 (configuration not stated) | . | 6.3% |
| C#CCN(C[C@@H]1[C@@H](OC(=O)NC2CC2)[C@@H](OC(=O)NC2CC2)Cn2c(=O)n(CCCCCC)c(=O)n21)S(=O)(=O)c1ccc(C)cc1 | . | 2.6% |
| CC1=CC2(C)NC(=O)C(C)C12 (configuration not stated) | . | 14% |
| O=C(OCc1ccccc1)N1CCC2CC1c1cc(/C=C/CCCSc3ncccn3)ccc12 (configuration not stated) | . | 0.7% |
| O=C(Cc1ccccc1)NCC(=O)N1CCN(c2ccc(F)cc2)CC1 | . | 0.3% |
| COc1ccc(N2CCN(C(=O)c3ccc(CS(=O)c4cccc(Cl)c4)o3)CC2)cc1 (configuration not stated) | . | 7.1% |
| O=C(NCCc1ccccc1F)C1CC(=O)N(c2ccc3c(c2)OCCO3)C1 (configuration not stated) | . | 1.6% |
| CC(=O)C(Cc1ccccc1)NC(=O)COC(=O)c1cc(S(=O)(=O)N2CCOCC2)ccc1F (configuration not stated) | . | 0.6% |
| C[C@@H]1CN([C@@H](C)CO)C(=O)CCCn2nncc2CO[C@H]1CN(C)C | . | 0.4% |
| CC1C(=O)N(Cc2cn(CCC3OCCCO3)nn2)CCS(=O)(=O)N1Cc1ccc(-c2ccncc2)cc1 (configuration not stated) | . | 0.6% |
| CC(C)NC(=O)N(C)C[C@H]1OCCCC[C@H](C)Oc2ccc(NS(=O)(=O)c3ccccc3)cc2C(=O)N([C@H](C)CO)C[C@H]1C | . | 3.3% |
| O=C(COC(=O)C1CC1)Nc1cccc(Cl)c1 | . | 0.9% |
| O=C(O)c1ccc(S(=O)(=O)NN=Cc2c[nH]c3ccccc23)cc1 | . | 2.4% |
| O=C(NNC(=O)C(c1ccccc1)c1ccccc1)c1ccccc1O | . | 1.7% |
| COc1ccc(C=C2NC(=O)NC2=O)cc1O | . | 0.2% |
| c1ccc(COc2ncnc3c2ncn3CCCN2CCN(c3ncccn3)CC2)cc1 | . | 0.2% |
| O=C(Cc1cccc2ccccc12)NCC(=O)N1CCN(CC(=O)Nc2ccc(F)cc2)CC1 | . | 7.4% |
| C[C@H]1CN([C@@H](C)CO)S(=O)(=O)c2ccc(Br)cc2O[C@@H]1CN(C)C(=O)Cc1cccnc1 | . | 1.5% |
| C[C@@H]1CN([C@@H](C)CO)C(=O)CCCn2nncc2CO[C@H]1CN(C)C(=O)c1ccncc1 | . | 0.6% |
| CCCCN1C(=O)C(CC(=O)NC2CC2)CC(C(=O)N(C(C)C)C(C)C)=C1C (configuration not stated) | . | 4.9% |
| C/C(CC(=O)Nc1ccc(N(C)C)cc1)=N\NC(=O)c1ccccc1Cl | . | i |
| O=C(Nc1cc(S(=O)(=O)N2CCOCC2)ccc1OCC(F)(F)F)C1CCCC1 | . | 2.6% |
| COCCCn1c(SCC(=O)N2CCCC2=O)nc2ccccc2c1=O | . | 0.0% |
| COc1ccc(CN2C(=O)C(CC(=O)NC(c3ccccc3)c3ccccc3)CC(C(=O)N(C)C)=C2C)cc1 (configuration not stated) | . | 2.6% |
| C[C@@H]1CN([C@H](C)CO)S(=O)(=O)c2ccc(Br)cc2O[C@H]1CN(C)S(C)(=O)=O | . | 4.1% |
| CCN(Cc1ccccc1)N=Nc1ccccc1 | . | i |
| CC(OC(=O)[C@H](C)N=C1NS(=O)(=O)c2ccccc21)C(=O)Nc1ccc(F)c(F)c1F (some centres not stated) | . | 0.8% |
| COc1ccc(C2C=C(C)Oc3c2c(=O)oc2ccccc32)cc1OC (configuration not stated) | . | i |
| COc1ccccc1CN1CCNC(=O)C1CC(=O)NCCCN1CCOCC1 (configuration not stated) | . | 1.1% |
| CCN(CC(=O)Nc1c(F)cccc1F)C(=O)CCCN1C(=O)c2ccccc2C1=O | . | i |
| Cc1nc(SCC(=O)c2cc(C)n(C3CC3)c2C)c2ccccc2n1 | . | 3.2% |
| Cc1ccc(C(=O)OCC(=O)NCc2ccccc2)s1 | . | 4.3% |
| CCc1noc(C)c1C(=O)NCCN1C(=O)S/C(=C\c2ccccc2F)C1=O | . | i |
| O=C(CCN1CCN(Cc2ccccc2)CC1)NNC(=O)c1ccc(Cl)c(Cl)c1 | . | 0.2% |
| CC(C)C1C(=O)N(Cc2cn(CC3CCCCC3)nn2)CCS(=O)(=O)N1Cc1ccc(-c2ccc(Cl)nc2)cc1 (configuration not stated) | . | 3.2% |
| COc1ccc(CN2C(=O)C(CC(=O)NCc3cccs3)CC(C(=O)N(C)C)=C2C)cc1 (configuration not stated) | . | i |
| CCOC(=O)c1c(NC(=S)SC)sc(C(=O)N2CCc3ccccc3C2)c1C | . | 2.2% |
| CC(C)c1ccc(S(=O)(=O)NCCCN2CCOCC2)cc1 | . | 2.2% |
| COc1ccc(N2CC(C)(C)[C@H](CC(=O)Nc3ccc(Br)cc3)C2=O)cc1 | . | 1.7% |
| O=c1[nH]cc(Cc2ccccc2)c(=O)[nH]1 | . | 6.8% |
| O=C(N/C(=C/c1cccc(Br)c1)C(=O)N1CCOCC1)c1ccco1 | . | 1.1% |
| COc1ccc(OC(=O)N(C)C[C@H]2OCc3cnnn3CCCC(=O)N([C@H](C)CO)C[C@@H]2C)cc1 | . | 2.2% |
| CC(C)c1nc(SCC(=O)N2CCCCC2)c2c(=O)n(C)c(=O)n(C)c2n1 | . | 6.9% |
| NC(=O)c1ccsc1NC(=O)COC(=O)Cc1ccccc1[N+](=O)[O-] | . | 1.2% |
| C[C@@H]1CN([C@@H](C)CO)C(=O)CCCn2nncc2CO[C@@H]1CN(C)S(=O)(=O)c1ccc(Cl)cc1 | . | 1.9% |
| Cc1ccc(S(=O)(=O)N(C)C[C@@H]2OCc3cnnn3CCCC(=O)N([C@H](C)CO)C[C@@H]2C)cc1 | . | i |
| COCCCNC(=S)N1CCN(c2nc(-c3ccc(Cl)cc3)cs2)CC1 | . | i |
| COc1ccc(OC)c(CN2CCN(C(=O)c3cccc(S(=O)(=O)N(C)c4ccccc4)c3)CC2)c1 | . | 3.1% |
| O=C1NC(=O)C(=Cc2ccccc2OCCOc2ccc([N+](=O)[O-])cc2)C(=O)N1 | . | 1.3% |
| Cn1c(CCN2CCCC2)nc2cc(NC(=O)COc3ccc(Cl)cc3)ccc21 | . | 0.8% |

New compounds follow.
| Structure | PhoP GFP inhibition | inhibitors of VEEV |
| --- | --- | --- |
| CCOC(=O)c1c(-c2cc(OC)c(OC)c(OC)c2)csc1N | . | 3.9% |
| COc1ccncc1-c1ccc(C2=CC(=O)CC(C)(C)C2=O)cc1 | . | 3.3% |
| Cc1ccc(NC(=O)COC(=O)c2ccc3ncsc3c2)c(C)c1 | . | i |
| CCCc1c(C(=O)N/N=C/C2CC=CCC2)nnn1-c1nonc1N (configuration not stated) | . | 2.0% |
| CCOc1ccc(CCNC(=O)COC(=O)c2ccc(C)c(S(=O)(=O)N3CCOCC3)c2)cc1OCC | . | i |
| CC(=O)Oc1ccc2c(c1)C(=O)CCCCCC(=O)O2 | . | 0.1% |
| CCC[C@H]1CN(c2ccccc2)C(=O)[C@@H]1CC(=O)Nc1ccc(OC)cc1 | . | 0.2% |
| O=C1NC(Cc2ccccc2)c2nc3ccc(Br)cc3c(=O)n2-c2cc3ccccc3cc21 (configuration not stated) | . | 5.8% |
| O=C(COc1ccc([N+](=O)[O-])cc1)NNC(=O)C1COc2ccccc2O1 (configuration not stated) | . | 0.1% |
| O=C(COC(=O)c1cnc(Cl)c(Cl)c1)NC1CCCC1 | . | 0.8% |
| CCN(CC(=O)Nc1ccc2c(c1)OCCO2)C(=O)COc1ccc(C(C)=O)cc1 | . | i |
| CCN(CC)C(=O)C1=C(C)N(Cc2ccc(C(C)(C)C)cc2)C(=O)C(CC(=O)NC(c2ccccc2)c2ccccc2)C1 (configuration not stated) | . | 7.3% |
| CC(C)c1cc(C(=O)OCC(=O)NC2CCS(=O)(=O)C2)c(O)c(C(C)C)c1 (configuration not stated) | . | i |
| C[C@H](CO)N1C[C@H](C)[C@@H](CN(C)S(=O)(=O)c2cccc(F)c2)OCc2cnnn2CCCC1=O | . | i |
| CS(=O)(=O)N(CC(=O)N1CCCC1)C1CCCCC1 | . | 0.1% |
| Cc1noc(C)c1S(=O)(=O)Nc1ccc2c(c1)C(=O)N([C@H](C)CO)C[C@H](C)[C@H](CN(C)C(=O)NC(C)C)OCCCC[C@@H](C)O2 | . | i |
| C[C@@H]1CN([C@@H](C)CO)C(=O)CCCn2nncc2CO[C@H]1CN(C)C(=O)Oc1cccc2ccccc12 | . | 1.0% |
| COc1ncnc2c1ncn2CCCNCc1ccc2c(c1)OCO2 | . | 7.4% |
| COc1ccc2ccccc2c1C=NN1CCCCC1 | . | i |
| c1ccc(CN2Cc3ccccc3-n3nncc3C2)nc1 | . | i |
| Nc1ccn([C@@H]2O[C@H](CNCc3cccc(OC4CCCC4)c3)[C@@H](O)[C@H]2O)c(=O)n1 | . | i |
| O=C(COC(=O)c1cc(F)c(F)cc1Cl)NC1CCCCCC1 | . | 0.6% |
| Cc1ccc([C@H]2C[C@@H](O)[C@H](n3cc(-c4ccc(F)cc4)nn3)CN2Cc2cccs2)cc1 | . | 0.0% |
| O=C(CNc1ccc(C(F)(F)F)cc1)Nc1cccc(S(=O)(=O)N2CCCCC2)c1 | . | 1.1% |
| CCCCCN(C(=O)CCC(=O)OC(C)C(=O)Nc1ccccc1C)c1c(N)n(CCCC)c(=O)[nH]c1=O (configuration not stated) | . | i |
| COc1cccc(OC)c1C(=O)N1CCN(Cc2ccccc2F)CC1 | . | 11% |
| C[C@@H]1CN([C@@H](C)CO)C(=O)CCCn2nncc2CO[C@@H]1CN(C)C(=O)Nc1ccnc(N2CCOCC2)c1 | . | i |
| CCc1nnc(NC(=O)c2ccco2)s1 | . | 4.7% |
| COc1ccc(-c2cnc3c(c2)C(=O)N([C@H](C)CO)C[C@@H](C)[C@@H](CN(C)C(=O)NC2CCCC2)O3)cc1 | . | 5.3% |
| O=C1[C@H]2[C@@H](c3ccc(C(F)(F)F)cc3)N[C@]3(CCCN(Cc4ccc(C(F)(F)F)cc4)C3=O)[C@H]2C(=O)N1Cc1ccccc1 | . | i |
| COc1ccc(NC(=O)c2ccc(-c3ccc(F)cc3)o2)cc1OC | . | 11% |
| Cc1cn([C@H]2C[C@H](O)[C@@H](CNC(=O)c3ccccn3)O2)c(=O)[nH]c1=O | . | 0.8% |
| CC(=O)N1CC2(CC(c3ccccc3C(F)(F)F)=NO2)CN1c1ccc(Cl)cc1 (configuration not stated) | . | 1.9% |
| OCC1OC(Nc2ccccc2C=NO)C(O)C1O (configuration not stated) | . | i |
| CC1CCN(C(=O)COC(=O)c2cccc(S(=O)(=O)N3CCOCC3)c2)CC1 | . | 0.8% |
